RXFP1 agonist: agonists of human relaxin receptor RXFP1. Q9HBX9. HEK293T-RXFP1 cAMP TR-FRET, 30 min; response scale: percent of porcine relaxin response, buffer zero. Potency, µM (series often up to 57.5 µM), inactives show at the highest dose activation, usual class: activators. 0.3% of 370,000 active; also: % is scaled to controls: 0 for no effect and ±100 for the full control effect; nearly all actives have a fitted effect of over 60% in size; many of its hits are not listed in these tables
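cAMP rise read by TR-FRET after 30 min, 37C compound exposure (up to 58 uM) in RXFP1-transfected HEK293 cells with Ro 20174 present. EC50 from Hill-equation fits, with 29 nM porcine relaxin as 100% and buffer as basal.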
TrxR1 substrate: substrates of rat thioredoxin reductase 1; O89049; purified TrxR1 substrate turnover, NADPH consumption readout; Potency, µM (doses to about 114 µM), without a hit: at the highest dose activity change, negative = substrate turnover; 0.01% of 390,000 active; also: % is scaled to controls: 0 for no effect and ±100 for the full control effect; nearly all actives have a fitted effect of over 50% in size
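Rat TrxR1, dispensed at 90 nM, was prereduced with 400 uM NADPH (final) for 5 min at ~22 deg C, then incubated with compound 15 min before 400 uM selenite. A first-read NADPH fluorescence drop versus no-compound background flagged substrates.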
Vif-A3G inh: blocks the Vif interaction with human APOBEC3G. HeLa A3G-eYFP + Vif (tagged APOBEC3G with the HIV-1 protein that degrades it), YFP fluorescence, overnight. Potency, µM (titrated, usually from 46.1 µM), inactives show at the highest dose activity, negative = active, most hits filed as inhibitors. 0.076% of 410,000 active. AID 602310;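 also: % is scaled to controls: 0 for no effect and ±100 for the full control effect; nearly all actives have a fitted effect of over 60% in size; hits raise eYFP signal because A3G escapes Vif-driven loss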
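HeLa cells stably expressing Vif and C-terminally eYFP-tagged A3G, seeded overnight at 37 deg C, then exposed to compound by pintool overnight at 37 deg C. Rise in yellow fluorescence (Ex 488/Em 500-530, Acumen) marks blocked Vif-driven A3G degradation.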
rTrxR1 inhibitor: rat TrxR1 inhibition; recombinant rTrxR1, NADPH fluorescence consumption, selenite substrate; 1% of 390,000 active; Potency, µM (titrated, usually from 114 µM), without a hit: top-dose activity change, negative = inhibition, usual class: inhibitors; O89049; also: % is scaled to controls: 0 for no effect and ±100 for the full control effect; nearly all actives have a fitted effect of over 65% in size
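Rat TrxR1 (90 nM in the dispensed reagent) was pre-reduced with 400 uM NADPH for 5 min at room temperature, then incubated with compound for 15 min. After 400 uM selenite was added, NADPH fluorescence (Ex 340/Em 450 nm) was followed for 8 min.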
RGS4 inhibitor: human RGS4 inhibition; P49798; Transcreener GDP fluorescence polarization, RGS4-accelerated GTP hydrolysis; Potency, µM (highest dose often 114 µM), without a hit: at the highest dose activity change, negative = inhibition, actives largely listed as inhibitors; AID 504845; 0.039% of 390,000 active; also: % is scaled to controls: 0 for no effect and ±100 for the full control effect; nearly all actives have a fitted effect of over 75% in size; some results filed as inactive show a strong effect at the top dose
Target sequence (P49798 whole entry, looked up): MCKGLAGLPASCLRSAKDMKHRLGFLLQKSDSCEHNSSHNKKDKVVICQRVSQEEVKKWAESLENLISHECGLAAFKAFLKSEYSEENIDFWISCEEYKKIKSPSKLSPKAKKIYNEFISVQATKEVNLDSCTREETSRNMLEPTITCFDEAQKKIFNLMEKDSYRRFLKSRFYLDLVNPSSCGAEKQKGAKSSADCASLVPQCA
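MLSMR compounds (23 nl, pin-transferred) preincubated 10 min at room temperature with a 500nM (2x) first reagent, then RGS4 at 900nM (2x) plus Transcreener GDP mix added; fluorescence polarization (620/688 nm) read before and after 90 min at 30 °C.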
mIDH1 inhibitor: blocks human mutant IDH1 R132H enzyme; IDH1-R132H enzyme, NADPH consumption, diaphorase/resazurin fluorescence; Potency, µM (top dose mostly 76.6 µM), inactives show at the highest dose activity change, negative = inhibition, hits mostly inhibitors; 0.093% of 390,000 active; also: % is scaled to controls: 0 for no effect and ±100 for the full control effect; nearly all actives have a fitted effect of over 65% in size
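IDH1-R132H (0.5 ug/mL dispensed) in pH 7.5 Tris buffer was preincubated 30 min with compound, then given a substrate mix of 0.016 mM NADPH and 2 mM alpha-KG for 80 min at room temperature; remaining NADPH was read by diaphorase/resazurin fluorescence.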
Vif-APOBEC3F blk: inhibitors of Vif-A3F interaction; Potency, µM (titrated, usually from 46.1 µM), for inactives: at the highest dose activity, negative = active; AID 602313; HeLa A3F-eYFP + Vif (tagged APOBEC3F with the HIV-1 protein that degrades it), YFP fluorescence increase; 0.2% of 390,000 active; also: % of control where 0% means no effect; nearly all actives have a fitted effect of over 65% in size
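HeLa cells stably expressing Vif plus C-terminally eYFP-tagged A3F were seeded, incubated overnight at 37 deg C, dosed with compound, incubated overnight again at 37 deg C. Yellow fluorescence (Ex 488/Em 500-530) reported blocked Vif-mediated A3F-eYFP degradation.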
USP1-UAF1 inh: inhibitors of human USP1/UAF1 deubiquitinase; O94782; recombinant USP1/UAF1, Ub-Rhodamine cleavage fluorescence; Potency, µM (highest dose often 57.1 µM), without a hit: at the highest dose activity change, negative = inhibition, usual class: inhibitors; 0.23% of 390,000 active; also: % is scaled to controls: 0 for no effect and ±100 for the full control effect; nearly all actives have a fitted effect of over 60% in size; inactives centre near -12
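In this screen, compounds sit with the deubiquitinase complex (1nM) for 15 min at room temperature before Ub-Rho is added at 150nM final. Fluorescence rise is then followed for 6 reads every 60 seconds.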
12-LOX inh: blocks human arachidonate 12S-lipoxygenase | Potency, µM (highest dose often 108 µM), without a hit: at the top dose activity change, negative = inhibition, most hits filed as inhibitors | purified 12hLO, xylenol orange hydroperoxide absorbance | P18054 | 1.1% of 580,000 active; also: % is scaled to controls: 0 for no effect and ±100 for the full control effect
Target sequence (P18054 whole entry, looked up): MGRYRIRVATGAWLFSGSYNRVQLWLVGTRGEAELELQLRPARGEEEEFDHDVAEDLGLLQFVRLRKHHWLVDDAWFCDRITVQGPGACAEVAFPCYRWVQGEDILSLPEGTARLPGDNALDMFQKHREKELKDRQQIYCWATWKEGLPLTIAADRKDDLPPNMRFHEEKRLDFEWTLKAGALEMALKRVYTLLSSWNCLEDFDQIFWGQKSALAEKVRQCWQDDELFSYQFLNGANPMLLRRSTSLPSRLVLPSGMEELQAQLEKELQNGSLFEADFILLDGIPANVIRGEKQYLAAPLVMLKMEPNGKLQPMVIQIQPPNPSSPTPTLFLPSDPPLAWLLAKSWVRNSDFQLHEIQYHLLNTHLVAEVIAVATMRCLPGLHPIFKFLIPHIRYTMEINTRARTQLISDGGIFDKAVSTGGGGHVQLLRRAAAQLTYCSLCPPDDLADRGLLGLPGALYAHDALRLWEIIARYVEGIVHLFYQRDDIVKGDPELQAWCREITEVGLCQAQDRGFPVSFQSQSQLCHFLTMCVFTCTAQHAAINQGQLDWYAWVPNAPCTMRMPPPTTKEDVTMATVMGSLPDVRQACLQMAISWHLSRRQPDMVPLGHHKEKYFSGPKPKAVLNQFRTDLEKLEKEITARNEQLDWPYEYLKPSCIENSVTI
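Purified human 12hLO (150 nM final) in 25 mM Hepes, 0.01% Triton X-100, pH 7.0 was preincubated 15 min at room temperature with compound. Then 40 uM arachidonic acid was added, 30 min. Hydroperoxide was read by Fe-XO absorbance ratio 573/405 nm.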
Numbers without * were called inactive; ? = inconclusive; · = not tested or not shown; & = joins results of further samples; [ ] = remark or other dose. Calls follow the shape of the dose curve; as a rule, active = well fitted curve in the direction sought with a large enough effect; inconclusive = small, poorly fitted or top-dose-only effect, or another doubt; inactive = no such curve, though single readings can be large; an effect the other way counts as inactive or inconclusive. Potency is read from the fitted curve at half-maximal effect. An excerpt; the hit share may differ from the screen's.

Order of values: RXFP1 agonist	TrxR1 substrate	Vif-A3G inh	rTrxR1 inhibitor	RGS4 inhibitor	mIDH1 inhibitor	Vif-APOBEC3F blk	USP1-UAF1 inh	12-LOX inh
Cc1ccc(S(=O)(=O)N2C(=O)CCC2C(=O)O/N=C(\N)c2ccc([N+](=O)[O-])cc2)cc1 (stereo not given)
 : -1.1%	0%	1%	14%	16%	13%	-1%	-14%	-3%
Cc1cccc(N2CCN(C(=O)C3CCN(Cc4nc(-c5ccc(Cl)cc5)oc4C)CC3)CC2)c1C
 : 2.4%	8%[57.1 µM]	0%	30%[57.1 µM]	13%	-11%	-1%	1%	?
COc1ccc(OC(=O)CN2C(=O)C3C4CCC(C4)C3C2=O)cc1 (stereo not given)
 : 1.0%	5%	1%	10%	16%	2%	3%	-7%	-19%
Cc1cc(COC(=O)C2N3C(=O)[C@@H](NC(=O)COc4ccccc4)[C@H]3SC2(C)C)on1 (stereo not given in full)
 : 1.6%	-3%&7%	-1%&1%	-2%&3%	-8%	-1%	0%	-6%	10%
CC(=O)O[C@]1(C(C)=O)CC[C@H]2[C@@H]3C=CC4=CC(=O)C=C[C@]4(C)[C@H]3CC[C@@]21C
 : -3.0%	-8%	-1%	-5%[57.1 µM]	9%	20%	?	-7%	0%
CC(=O)Nc1ccc(SC[C@H](Cc2ccccc2)N2CC[C@@H](C(C)(C)C)CCC2=O)cc1
 : -0.2%	3%[57.1 µM]	-3%&0%	50%[activator][57.1 µM]	-22%	4%	-1%	?	-10%
CC1CN(c2nc(Nc3ccccc3F)nc(N)c2[N+](=O)[O-])CC(C)O1 (stereo not given)
 : 0.0%	-4%	-14%	-7%	-11%[56.9 µM]	0%	2%	-10%	-18%
Cn1c(SCC2CCCO2)nnc1-c1ccc([N+](=O)[O-])cc1 (stereo not given)
 : 0.1%	-2%	-3%	-1%	1%[56.9 µM]	-4%	-5%	-14%	0%
COCCSc1nnc(NC(=O)c2ccco2)s1
 : -1.2%	-5%	2%	3%[57.1 µM]	-5%	3%	7%	0%	0%
CCCCC[n+]1ccn(-c2nc3ccccc3nc2[N-]S(=O)(=O)c2ccccc2)c1
 : 6.3%	17%[57.1 µM]	-1%	14%[57.1 µM]	7%	4%	13%	-3%	5%
COc1ccc(S(=O)(=O)NCC(=O)N(CC(=O)NCc2ccco2)C2CCCC2)cc1
 : -0.5%	4%[57.1 µM]	3%	4%[57.1 µM]	-11%	1%	3%	-19%	-4%
CC(=O)Nc1ccc(Nc2ccc(S(=O)(=O)C(F)(F)F)cc2[N+](=O)[O-])cc1
 : -0.3%	-19%	-7%	-20%	?	4%	3%	-22%	7%
CC1CCCCN1C(=O)CN1C(=O)c2ccccc2S1(=O)=O (stereo not given)
 : 1.4%	10%	-1%	15%	-5%	2%	-8%	-9%	-10%
CCC1(C)N(O)C(C)(C)C(c2ccc(OC)cc2)=[N+]1[O-] (stereo not given)
 : -0.2%	14%	0%	17%	19%	5%	-12%	-8%	-3%
COC(=O)c1sc(NC(=O)c2c(OC)cccc2OC)c(C#N)c1C
 : ?	12%	-17%	23%	-17%	16%	-4%	-18%	-3%
c1ccc(COc2cccc(CNn3cnnc3)c2)cc1
 : -1.7%	6%	1%	15%	-11%	-1%	-11%	?	16%
C=C(C)c1cccc(C(C)(C)NC(=O)N2CCCC(C)C2)c1 (stereo not given)
 : 0.0%	1%[57.1 µM]	-1%	2%[57.1 µM]	-8%	2%	2%	2%	11%
CCc1ccccc1NC(=O)Cn1c(=O)oc2ccccc21
 : -2.2%	4%[57.1 µM]	0%	16%[57.1 µM]	-20%	11%	-2%	-18%	4%
CCN(C(=O)c1nn(-c2ccc(C)cc2)c(=O)c2c1c1ccccc1n2C)c1ccc(F)cc1
 : 0.4%	3%	·	39%[activator]	-8%	·	·	-6%	-2%
COC(=O)c1cc(S(=O)(=O)N2CCCC(C)C2)cn1C (stereo not given)
 : 1.2%	-10%	3%	-23%	8%	-3%	1%	2%	-10%
CC1CCCC(NC(=O)COC(=O)c2cccnc2Cl)C1C (stereo not given)
 : 1.2%	2%	-17%	10%	-1%	5%	-2%	-13%	398%[activator]
COc1cc(OC)cc(-c2nc3ccccc3s2)c1
 : 0.4%	13%	1%	27%	4%	-1%	-10%	-17%	2%
O=C(c1ccc([N+](=O)[O-])cc1)N(Cc1ccccc1)Cc1ccccc1
 : ·	5%[57.1 µM]	-5%	-4%[57.1 µM]	22%	5%	-19%	-13%	-9%
COc1ccc(C2c3ccc4ccccc4c3Oc3ncn(Cc4ccco4)c(=N)c32)cc1OC (stereo not given)
 : -2.4%	-9%	?	-10%	-23%	-26%	-5%	-21%	-27%
Cc1ccn(CC(=O)N2CCCC(Nc3ccc(F)c(F)c3)C2)n1 (stereo not given)
 : -1.5%	-1%	-1%	-15%	5%	-1%	-7%	-11%	0%
O=C(Nc1ccccc1)C1CC2CCC1C2 (stereo not given)
 : -0.3%	7%[57.1 µM]	0%	-3%[57.1 µM]	-5%	16%	2%	-15%	18%
Cc1ccc2nc(N(CCN(C)C)C(=O)c3ccc4c(c3)OCCO4)sc2c1
 : 4.3%	-2%	0%	10%	-6%	13%	-6%	-22%	?
COc1ccc(N2CCN(CCC(=O)c3ccc4ccccc4c3)CC2)cc1
 : 1.2%	5%	-13%	1.8µM*	?	0%	2%	-16%	0%
CC1CCN(CCCCOc2ccccc2F)CC1
 : -0.3%	-4%	-13%	-7%	-50%[56.9 µM]	-7%	-6%	-17%	-18%
CC(C)CN(CC(C)C)C(=O)CN1C(=O)NC2(CCc3ccccc3C2)C1=O (stereo not given)
 : 2.1%	-5%	0%	13%	4%	2%	-4%	3%	0%
Cc1ccc(Cn2c(C(=O)Nc3ccc(Cl)cc3)cc3sccc32)cc1
 : 2.4%	9%	-4%	0%	-2%	13%	-2%	-28%	-1%
COc1ccc(NCc2nnc(-c3ccccc3)o2)cc1
 : 11%	0%	0%	20%	0%	4%	-6%	-23%	-1%
Cc1ccccc1CN1C(=O)C2(OCCCO2)c2ccccc21
 : 0.0%	8%	-21%	20%	-4%	3%	6%	-20%	12%
COc1ccccc1NC(=O)c1c(O)c2ccccc2[nH]c1=O
 : 1.4%	2%	1%	37%[activator]	3%	9%	-14%	2%	-3%
CCc1ccc(NC(=O)CCCNC(=O)Cn2cnc3sc(C)c(C)c3c2=O)cc1
 : 3.0%	9%[57.1 µM]	-14%	25%[57.1 µM]	-17%	4%	9%	-3%	-30%
Cc1ccc(S(=O)(=O)N2CCCCC2)cc1NC(=O)CNC(C)c1ccc(Cl)c(Cl)c1 (stereo not given)
 : 2.6%	1%	4%	3%	-9%	6%	-2%	-24%	-3%
COc1ccc(S(=O)(=O)N(C)C)cc1NC(=O)COC(=O)CC1CCCC1
 : 0.6%	-3%	-2%	27%	-5%	-2%	3%	-13%	2%
O=C(OCCc1cc2ccccc2c(=O)o1)c1cccc(Br)c1
 : -0.8%	8%[57.1 µM]	-2%	17%	-2%	10%	0%	18%	2%
CCc1ccc2occ(CC(=O)NCc3ccccc3)c2c1
 : -0.5%	-6%	-10%	-10%	-15%	7%	-13%	-15%	?
CCOC(=O)c1c(S(=O)(=O)N(C)Cc2ccccc2)c(C)n(C)c1C
 : 3.6%	1%	3%	15%	-17%	4%	1%	-25%	3%
CC(=O)Nc1ccc(C(=O)Nc2nc(-c3cc(C)n(Cc4ccccc4)c3C)cs2)cc1
 : 0.7%	-11%	1%	-5%	-40%	8%	-5%	-14%	-9%
O=C(N/C(=C/c1cccs1)c1nc2ccccc2[nH]1)c1ccccc1
 : 1.0%	24%	-6%	11%	1%[56.9 µM]	2%	-2%	-19%	-6%
COc1cccc(C(=O)C2CCCN(Cc3ccc(OC)c(Cn4cncn4)c3)C2)c1 (stereo not given)
 : 0.0%	5%	-1%	-17%	-1%	-1%	0%	-18%	4%
CCCN(Cc1cc(=O)[nH]c2ccccc12)C(=O)CC
 : 2.2%	1%	-1%	7%	-2%	10%	10%	-12%	4%&6%
CCn1cc(CCCC(=O)NCc2ccc(OC)cc2)c2ccccc21
 : -0.6%	29%	-11%	30%	1%	-1%	-6%	-9%	43%[activator]
CCCNC(=O)N1CCC(C(=O)c2ccc(Cl)cc2)CC1
 : 2.0%	0%	4%	11%	-6%	-6%	-1%	-8%	-3%
CCCn1nc(C(=O)Nc2ccc3nc(N4CCOCC4)sc3c2)ccc1=O
 : 0.0%	-5%	-4%	-5%	1%	-3%	1%	2%	1%
COCCCNC(=S)NNC(=O)c1ccc(C(C)(C)C)cc1
 : -1.1%	0%	-1%	16%	-9%	8%	-3%	-9%	257%[activator]

Entries listed above printed as active in rTrxR1 inhibitor.
| SMILES | RXFP1 agonist | TrxR1 substrate | rTrxR1 inhibitor | RGS4 inhibitor | mIDH1 inhibitor | USP1-UAF1 inh | 12-LOX inh |
| --- | --- | --- | --- | --- | --- | --- | --- |
| COc1ccc(N2CCN(CCC(=O)c3ccc4ccccc4c3)CC2)cc1 | 1.2% | 5% | 1.8µM* | ? | 0% | -16% | 0% |

Screening results from PubChem.
